Bioassay records (PubChem)
BRCT inh green: qHTS Assay for Inhibitors of BRCT-Phosphoprotein Interaction (Green Fluorophore); Potency, µM (top dose mostly 76.9 µM), for inactives: at the highest dose activity change, negative = inhibition, actives largely listed as inhibitors; Breast cancer type 1 susceptibility protein (Homo sapiens), P38398; BRCA1 BRCT-phosphopeptide binding, green fluorescence polarization; 75,000 compounds, 0.05% hits;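 further: potency means the concentration at half of the fitted maximal effect; plate controls were peptide without protein for full effect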
Target sequence (P38398 whole entry, looked up): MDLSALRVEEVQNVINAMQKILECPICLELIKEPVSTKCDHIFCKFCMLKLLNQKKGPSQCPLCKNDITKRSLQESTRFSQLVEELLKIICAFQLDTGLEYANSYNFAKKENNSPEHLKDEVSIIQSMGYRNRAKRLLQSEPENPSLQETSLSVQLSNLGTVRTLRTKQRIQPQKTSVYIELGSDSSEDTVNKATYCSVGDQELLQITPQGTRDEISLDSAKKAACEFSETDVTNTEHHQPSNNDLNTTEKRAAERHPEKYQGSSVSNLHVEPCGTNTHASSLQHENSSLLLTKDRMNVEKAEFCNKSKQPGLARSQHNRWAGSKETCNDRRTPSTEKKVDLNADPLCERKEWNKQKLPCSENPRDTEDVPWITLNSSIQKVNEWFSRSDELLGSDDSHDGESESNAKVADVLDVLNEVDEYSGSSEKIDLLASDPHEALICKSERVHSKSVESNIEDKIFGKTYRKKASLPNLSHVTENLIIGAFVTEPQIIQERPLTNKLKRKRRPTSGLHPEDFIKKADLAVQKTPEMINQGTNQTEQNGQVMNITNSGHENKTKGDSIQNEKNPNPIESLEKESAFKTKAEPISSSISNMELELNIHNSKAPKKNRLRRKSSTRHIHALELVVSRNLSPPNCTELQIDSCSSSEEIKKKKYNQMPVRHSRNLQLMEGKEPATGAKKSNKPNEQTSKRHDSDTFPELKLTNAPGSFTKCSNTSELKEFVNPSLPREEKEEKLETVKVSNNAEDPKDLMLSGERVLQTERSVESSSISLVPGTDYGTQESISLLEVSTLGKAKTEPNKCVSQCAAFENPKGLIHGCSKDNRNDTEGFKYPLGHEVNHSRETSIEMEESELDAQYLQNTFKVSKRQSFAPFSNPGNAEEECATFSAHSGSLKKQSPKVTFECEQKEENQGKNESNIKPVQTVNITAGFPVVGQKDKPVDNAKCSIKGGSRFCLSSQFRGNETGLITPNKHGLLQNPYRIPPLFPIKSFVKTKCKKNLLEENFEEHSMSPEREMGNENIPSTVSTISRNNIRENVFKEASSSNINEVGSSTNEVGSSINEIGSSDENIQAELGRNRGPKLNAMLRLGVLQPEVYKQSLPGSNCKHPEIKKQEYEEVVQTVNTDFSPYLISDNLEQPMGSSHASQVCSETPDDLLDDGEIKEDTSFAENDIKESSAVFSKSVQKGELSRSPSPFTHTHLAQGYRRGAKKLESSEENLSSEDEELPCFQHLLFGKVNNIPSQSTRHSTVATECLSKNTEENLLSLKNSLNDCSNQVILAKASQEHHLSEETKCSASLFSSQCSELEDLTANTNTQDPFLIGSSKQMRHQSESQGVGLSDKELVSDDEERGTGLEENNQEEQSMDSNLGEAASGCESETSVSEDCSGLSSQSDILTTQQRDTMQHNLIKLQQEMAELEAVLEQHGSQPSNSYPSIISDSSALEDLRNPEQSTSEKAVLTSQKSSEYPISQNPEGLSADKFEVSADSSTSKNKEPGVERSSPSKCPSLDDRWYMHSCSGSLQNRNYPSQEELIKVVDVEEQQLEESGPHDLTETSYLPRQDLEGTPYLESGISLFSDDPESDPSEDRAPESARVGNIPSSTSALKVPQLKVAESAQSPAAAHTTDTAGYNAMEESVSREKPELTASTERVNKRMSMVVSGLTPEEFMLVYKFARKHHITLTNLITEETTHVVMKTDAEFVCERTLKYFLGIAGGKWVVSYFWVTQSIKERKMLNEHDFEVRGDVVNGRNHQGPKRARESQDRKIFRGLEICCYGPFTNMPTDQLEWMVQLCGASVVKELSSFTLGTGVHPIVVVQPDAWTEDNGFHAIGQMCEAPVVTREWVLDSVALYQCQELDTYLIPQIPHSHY
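Compounds were incubated for 12 min at room temperature with a complex of 100 nM fluorescein-tagged pBACH1 decapeptide and 250 nM His-tagged BRCT protein. Buffer was phosphate pH 7.3 with EDTA, DTT and Tween 20. Disruption of binding lowers the polarization signal.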
CRE-bla Fsk: Cell signaling CRE-BLA (Fsk stim) | CHO CRE-bla reporter (cAMP response element driving beta-lactamase), forskolin EC10, beta-lactamase ratio | Potency, µM (highest dose often 38.2 µM), without a hit: at the highest dose activity change, negative = inhibition, actives largely listed as activators | 71,000 compounds, 2.5% hits; active means well fitted activation curve with a large enough effect in the signal ratio, with a control signal flat, not every such curve was filed as active; inconclusive means small, poorly fitted or top-dose-only effect, or effect the other way, or a change in a side signal; the % refers to the signal ratio; further: potency means the concentration at half of the fitted maximal effect; % of control where 0% means no effect
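Modulation of forskolin-driven signalling is measured in CHO cells carrying a CRE-controlled beta-lactamase reporter. Cells are stimulated with EC10 NKH 477 in the presence of titrated compound for 3 h at 37 °C, then loaded with CCF4 for 2 h at room temperature.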
Hsp90 Hop PPI: qHTS Assay for Disrupters of an Hsp90 Co-Chaperone Interaction; AlphaScreen TPR2A-His6 binding biotin-Hsp90 C-terminal peptide; Hsp90 C-terminal peptide / TPR2A (Hop) interaction, human; Potency, µM (titrated, usually from 57 µM), for inactives: at the highest dose activity change, negative = inhibition; 71,000 compounds, 0.44% hits; active means well fitted curve in either direction with a large enough effect; inconclusive means small, poorly fitted or top-dose-only effect, or another doubt; further: potency means the concentration at half of the fitted maximal effect; on the % scale 0 is the no-effect control and ±100 the full control effect; many of its hits are not listed in these tables
BRCT inh red: qHTS Assay for Inhibitors of BRCT-Phosphoprotein Interaction (Red Fluorophore) | BRCT-phosphopeptide binding, red fluorescence polarization | Potency, µM (doses to about 76.9 µM), for the others: at the highest dose activity change, negative = inhibition, hits mostly inhibitors | AID 892, 2007 | 75,000 compounds, 0.03% hits | Breast cancer type 1 susceptibility protein (Homo sapiens), P38398; further: on the % scale 0 is the no-effect control and ±100 the full control effect
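Rhodamine-labelled pBACH1 10-mer (100 nM) bound to BRCT domain (100 nM) at pH 7.3; compounds incubated 12 min room temperature, polarization read. Free peptide defines full inhibition; unlabelled decapeptide titrated as control.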
ALOX15 inhib: qHTS Assay for Inhibitors of 15-hLO (15-human lipoxygenase); Polyunsaturated fatty acid lipoxygenase ALOX15 (Homo sapiens), P16050; purified 15hLO-1, xylenol orange hydroperoxide absorbance; Potency, µM (highest dose often 57.1 µM), for the others: at the highest dose activity change, negative = inhibition, actives largely listed as inhibitors; 74,000 compounds, 1.4% hits; AID 887, 2007; further: potency means the concentration at half of the fitted maximal effect; on the % scale 0 is the no-effect control and ±100 the full control effect; nearly all actives have a fitted effect of over 55% in size
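Compounds were preincubated 15 min at room temperature with 40 nM purified human enzyme (25 mM Hepes pH 7.5, 0.01% Triton X-100); 50 uM arachidonic acid reacted 6 min. Fe-xylenol orange detection, 30 min, absorbance ratio 573/405 nm.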
HBB splicing: qHTS Assay for Modulators of Hemoglobin Beta Chain Splicing | HBB splicing reporter cell assay, activation; EGFP reporter with mutant IVS2-654 intron; response scale: normalised to 500 nM splice-correcting PNA | Potency, µM (doses to about 46.1 µM), for inactives: at the highest dose activation, usual class: activators | 65,000 compounds, 0.06% hits; further: potency means the concentration at half of the fitted maximal effect; 0% is about no effect
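Compounds were applied for 2 days to HeLa EGFP-654 cells, 500/well in Optimem with 2% FCS. The reporter's EGFP is disrupted by mis-splicing of beta-globin intron IVS2-654. Readout: summed well GFP fluorescence from 488 nm laser scanning; reference was 500 nM antisense […] 654 PNA.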
DNA Pol III inh: qHTS Assay for Inhibitors of DNA Polymerase III Holoenzyme System; Potency, µM (doses to about 57.1 µM), for the others: at the highest dose activity change, negative = inhibition; reconstituted DNA polymerase III holoenzyme replication, biochemical; 71,000 compounds, 0.25% hits; AID 603, 2007; further: potency means the concentration at half of the fitted maximal effect; on the % scale 0 is the no-effect control and ±100 the full control effect
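Reconstituted *E. coli* holoenzyme (0.35 nM Pol III, 1 nM beta, 154 nM SSB, 2 nM primase) was preincubated with compound for 15 min at RT. Synthesis on 1.4 nM ssM13Gori ran 35 min, then was stopped with PicoGreen/EDTA and read as dsDNA fluorescence.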
UbGFP stabilizer: Ubiquitin-GFP Assay; Ubiquitin-GFP reporter cells, proteasome inhibition, GFP fluorescence; response scale: untreated = 0%, 10 µM MG-132 = 100%; Potency, µM (series often up to 45.9 µM), inactives show top-dose activation (GFP accumulation), actives largely listed as activators; 67,000 tested, under 10 active; AID 526, 2006; active means well fitted activation curve with a large enough effect, not every such curve was filed as active; inconclusive means small, poorly fitted or top-dose-only effect, or another doubt; inactive means no such curve, though single readings can be large or run the other way; further: potency means the concentration at half of the fitted maximal effect
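U2OS Ub(G76V)-GFP reporter; O/N plating, 0.5% FBS; cpd 46 uM–2.9 nM, 4 h, 37 °C; GFP+ cell count, 488/515 nm; norm. to basal vs 10 uM MG-132; CRC fit.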
GFP derepression: qHTS Assay for Epigenetic Modulators; mouse C127i GFP locus derepression, cytometry, 30 h; Potency, µM (titrated, usually from 46.1 µM), for the others: at the highest dose GFP derepression (activation); 68,000 compounds, 0.09% hits; AID 597, 2007; further: % of control where 0% means no effect
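Read-out is the number of GFP-positive cells, scored as fluorescent objects 20 to 120 um wide, reflecting derepression of a silenced CMV-GFP reporter in murine C127i cells after 30 h compound exposure at 37 C.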
4MU fluor: qHTS Assay for Spectroscopic Profiling in 4-MU Spectral Region; 59,000 compounds, 11% hits; AID 589, 2007; max dye-equivalent concentration, M; compound autofluorescence, 340/450 nm, 4-MU equivalents; active compounds read high; in the data active means max dye-equivalent concentration above about 10 nM; inconclusive means mostly about 1.1 nM to 9.6 nM
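Compounds in 100 mM Tris, pH 8.0, incubated 15 min at room temperature, then fluorescence read at 340 nm excitation/450 nm emission. Signal converted to 4-MU dye-equivalent concentration using an on-plate six-point 4-MU standard curve.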
A350 autofl: qHTS Assay for Spectroscopic Profiling in A350 Spectral Region; Compound autofluorescence, 340/450 nm, Alexa 350 dye-equivalents; active compounds read high; max dye-equivalent concentration, M; 59,000 compounds, 11% hits; in the data active means max dye-equivalent concentration above about 10 nM; inconclusive means mostly about 1.1 nM to 9.6 nM
* = called active by the depositor; i = inactive; ? = inconclusive; / = not tested or not shown; & = joins results of further samples; ! = not active in a repeat; [ ] = another dose, or the depositor's remark. Unless noted, the call rests on the fitted dose curve; in most records, active means well fitted curve in the direction sought with a large enough effect; inconclusive means small, poorly fitted or top-dose-only effect, or another doubt; inactive means no such curve, though single readings can be large; an effect the other way counts as inactive or inconclusive. No enrichment for hits; overall some 12% were active at least once.

Structure | 4MU fluor | ALOX15 inhib | CRE-bla Fsk | DNA Pol III inh | UbGFP stabilizer | A350 autofl | GFP derepression | BRCT inh red | BRCT inh green | Hsp90 Hop PPI | HBB splicing
CC(=O)Nc1ccc(S(=O)(=O)N2CCSC2c2ccc(C)cc2)cc1 (configuration not stated) | i | -8.6% | 2.2% | -4.7% | 0.9% | i | 0.0% | -0.1% | -3.3% | -0.7% | /
COc1ccc(C(=O)Nc2cc(=O)n(C)c(=O)n2C)cc1OC | / | -3.7% | 1.7% | 1.1% | -2.2% | / | / | -1.3% | -1.1% | -3.4% | 0.3%
Nc1sc2c(c1C(=O)NC1CCS(=O)(=O)C1)CCC2 (configuration not stated) | i | -28.0% | 14.7% | -8.3% | -0.9% | ? | -1.5% | -0.2% | 0.4% | -4.0% | /
OCc1nc(CO)n(Cc2ccccc2)n1 | i | 2.6% | 7.2% | 3.5% | -6.3% | i | -2.1% | 0.2% | -1.6% | -14.9% | -3.8%
COc1ccc(Oc2ncc3nc(C)c(=O)n(CCC#N)c3n2)cc1 | i | 4.3% | 5.4% | -3.9% | -0.9% | i | 4.8%[9.22 µM] | -1.7% | 9.3% | -5.4% | 3.6%
CCN(CC)S(=O)(=O)c1ccc(C(=O)NCc2n[nH]c(=S)n2Cc2ccccc2)cc1 | i | -13.8% | ? | -0.9% | 7.1% | i | 0.0% | 2.8% | 2.0% | -1.5% | 0.3%
CCOC(=O)c1sc(NC(=O)c2c(C)nn(Cc3ccccc3)c2C)cc1C | i | -13.2% | ? | 5.5% | 3.3% | ? | 1.0% | -1.8% | 2.2% | 3.1% | -0.3%[57.5 µM]
O=C(c1cc2cc3ccc(Cl)cc3nc2o1)N1CCN(Cc2ccc3c(c2)OCO3)CC1 | i | 1.1% | -10.4% | 1.6% | 8.9% | ? | 0.0% | 0.8% | -3.3% | 0.6% | 0.5%
Cn1nnnc1SCc1ccccc1F | i | 3.7% | -0.5% | -5.4% | 1.9% | i | -1.0% | -0.9% | -1.6% | -0.3% | 0.7%[57.5 µM]
CN(C)c1nc(OCCOC(=O)c2ccccc2)nc(N(C)C)n1 | i | -4.4% | 5.01µM* | -6.4% | 1.7% | i | 7.7% | -0.2% | -1.2% | 4.7% | 0.2%[57.5 µM]
CCc1cc(C(=O)NCCN(C)C)cs1 | i | -3.6% | 2.4% | 1.0% | 3.0% | i | 5.7% | 0.1% | -1.0% | -5.9% | -1.2%
COc1ccc(C(=O)Nc2ccc(Cl)cc2C(=O)NCc2ccco2)cc1OC | / | -17.7% | ? | -1.9% | -6.5% | / | 2.5% | 0.2% | 2.0% | -1.1% | -4.6%
Clc1ccc(C(c2nnnn2C2CCCC2)N2CCN(Cc3ccncc3)CC2)cc1 (configuration not stated) | i | 16.9% | -7.7% | -2.8% | 3.8% | i | 8.1% | -0.8% | -0.8% | -3.0% | 0.3%[57.5 µM]
O=C(Nc1cccc(F)c1)C1C2C=CC3(CN(CCCN4CCOCC4)C(=O)C13)O2 (configuration not stated) | / | -3.0% | -2.9% | 2.4% | -7.9% | / | 3.4% | 0.5% | -1.0% | -0.7% | -0.8%
CC(=O)N(C)c1ccc(NC(=O)c2cnn(C)c2)cc1 | i | -2.5% | ? | 3.7% | 5.2% | i | 2.7% | -0.6% | -1.0% | -10.0% | -2.3%
COc1ccc(NC(=O)C2CCCNC2)cc1OCC(C)C (configuration not stated) | / | ? | 6.4% | 0.6% | 4.2% | / | -2.2% | 1.1% | 0.0% | -5.8% | -0.6%[9.22 µM]
CCOC(=O)c1ccc2nc(NC(=O)c3cccs3)sc2c1 | ? | -16.9% | 0.8% | -5.8% | 2.2% | 1.34e-08M* | 3.4% | 0.7% | -2.5% | -3.4% | -0.1%[57.5 µM]
Oc1ccc(O)c2c(O)cccc12 | / | ? | ? | 15.8µM* | / | / | / | -13.8% | -10.0% | -23.2% | -0.4%
C[C@@H]1CCC[C@H](C)N1NC(=O)c1ccc(Cl)c(S(N)(=O)=O)c1 | 2.6e-06M*! | 6.3%[25.6 µM] | 2.0%[17.1 µM] | -6.3%[25.6 µM] | -2.1%[20.5 µM] | 2.44e-06M*! | 0.0%&13.1%[20.6 µM] | -0.1%[34.4 µM] | -2.0%[34.4 µM] | -0.6%[26 µM] | 1.4%[20.6 µM]
COc1ccc(-c2cc(C(F)F)n3ncc(C(=O)N4CCN5CCCC5C4)c3n2)cc1 (configuration not stated) | 2.29e-07M* | 5.7% | ? | -2.0% | -0.9% | 2.18e-07M* | -1.9% | -0.8% | -0.3% | -0.1% | /
CCOC(=O)c1ccc(NC(=O)N2CCN(c3ccccn3)CC2)cc1 | i | -1.3% | 3.3% | 2.0% | -3.7% | i | -2.7% | 0.5% | -0.3% | ? | -0.9%
O=C(COc1c(F)c(F)cc(F)c1F)NC(=O)NC1CCCC1 | i | -5.9% | 2.6% | 6.3% | 3.8% | i | 5.1% | -0.6% | 0.3% | 2.1% | -0.2%[57.5 µM]
C=CCn1c(SCC(=O)c2ccc(O)c(O)c2)nnc1-c1ccccc1OC | i | ? | ? | -9.7% | 5.0% | i | -5.2% | -0.1% | -1.0% | -8.5% | 3.1%
Cc1ccc(-n2c(Cc3cccn3C)nnc2SCC(=O)Nc2cc(C)on2)cc1 | i | -6.9% | -9.1% | 2.9% | -3.7% | i | -2.4% | 0.4% | -1.6% | -3.4% | -1.3%
CCSc1nnc(NC(=O)CCc2ccccc2)s1 | / | -3.4% | 4.4% | -5.9% | -13.8% | / | 0.0% | -1.1% | 0.0% | 1.4% | 1.2%[9.22 µM]
COc1ccc(-c2nnc(SCC(=O)Nc3cc(F)ccc3C)o2)cc1 | / | -3.1% | 1.6% | 0.4% | -12.5% | / | -4.4% | 0.3% | 1.5% | -0.1% | 1.0%
C/C(=C1/SC(=S)N(CCC(=O)O)C1=O)c1ccc(O)cc1 | / | ? | -3.4% | 4.2% | -6.2% | / | 4.4% | -2.4% | -12.5% | -1.5% | -2.9%
Cc1ccc2c(CC(=O)N3CCc4ccccc43)coc2c1 | i | -9.8% | 3.9% | -1.1% | 0.0% | i | 1.2% | 0.8% | 1.5% | 1.4% | -0.5%[57.5 µM]
CC(C)Cn1cnc2c(SCc3ccc(Cl)cc3Cl)nc(N)nc21 | i | -8.7%[11.4 µM] | ? | -8.7%[11.4 µM] | 1.9%[9.17 µM] | i | -3.4%[9.22 µM] | -0.5%[15.4 µM] | -0.6%[15.4 µM] | -1.7%[11 µM] | 2.1%[9.22 µM]
CCN(CC)C(=O)CSc1nnc([C@H](Cc2c[nH]c3ccccc23)NC(=O)OC(C)(C)C)o1 | i | 0.2% | 1.7% | 6.0% | -6.9% | i | 0.0% | -2.0% | -2.1% | -0.8% | 0.9%[57.5 µM]
Cc1c(NC(=O)Cn2nc(C(=O)O)c3ccccc3c2=O)c(=O)n(-c2ccccc2)n1C | i | 2.7% | -4.5% | -3.0% | -2.9% | i | 1.6% | -0.5% | -1.4% | -0.3% | 0.6%[57.5 µM]
CC(=O)NC(CCS(C)(=O)=O)C(=O)Nc1c(F)cccc1F (configuration not stated) | i | 7.6% | ? | 3.2% | -0.9% | i | -1.8% | -1.5% | 0.1% | ? | 0.0%
COc1ccc(OC)c(C(c2nnnn2Cc2ccccc2)N2CCN(C)CC2)c1 (configuration not stated) | i | 0.7% | -11.6% | -5.1% | 3.5% | ? | -1.3% | -2.3% | -0.3% | -3.5% | -1.1%
CCN1CCN(C(c2ccc(OC)c(OC)c2)c2nnnn2C(C)(C)C)CC1 (configuration not stated) | i | ? | -4.4% | ? | -0.3% | i | 3.8% | 0.2% | -1.8% | -3.6% | -0.5%[57.5 µM]
O=C(Nc1ccc2oc(-c3ccncc3)nc2c1)c1c(F)c(F)c(F)c(F)c1F | 4.08e-08M* | -4.6% | 2.7% | -3.5% | 7.6% | 4.27e-08M* | 2.6% | 0.3% | -2.5% | -2.1% | -1.0%
